# Source: PubChem BioAssay
# CD40 NFkB inh: CD40 pathway inhibition in BL2 cells | BL2 NF-kB luciferase reporter, CD40L-induced, 4 h | inhibition, % at 10 µM | hit rate 0.94% among 83,000 | AID 1053188;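 active = mean inhibition of at least 50% with a set share of replicates also reaching that level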;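 note: 0% = neutral control wells and 100% = IKK inhibitor VII at 50 µM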
# An asterisk follows results filed as active; & = joins results of further samples; [ ] = another dose, or the depositor's remark.
no.	Compound	CD40 NFkB inh
1	c1ccc2[nH]c(SCc3cn4ccccc4n3)nc2c1	-48
2	O=C(c1ccc(Cn2c(=O)[nH]c3ccccc3c2=O)cc1)N1CCN(c2ccccn2)CC1	14
3	COc1ccc(NC(=O)Cc2c[nH]c3ccccc23)cc1S(=O)(=O)N1CCOCC1	4
4	CS(=O)(=O)N(CC(=O)N1CCN(Cc2ccccc2)CC1)c1ccc2c(c1)OCCO2	4
5	NC(=O)CCNC(=O)c1ccc(Cl)cc1	5
6	O=C(N[C@@H]1CC[C@@H](CCn2cc(C3(O)CCCC3)nn2)O[C@@H]1CO)C1CCCC1	2
7	O=C(CCC(=O)N1CCSc2ccccc21)Nc1ccc(F)cc1	10
8	Cc1ccoc1C(=O)Nc1ccc2ccccc2c1	35
9	CCn1nccc1C(=O)Nc1ccc(S(=O)(=O)NC23CC4CC(CC(C4)C2)C3)cc1	23
10	CCOc1ccc(CCNC(=O)CSC(=S)N2CCCC2)cc1OCC	2
11	Cn1c(C(=O)O)c(S(=O)(=O)c2ccc(Cl)cc2)c2ccccc21	-2
12	NS(=O)(=O)c1ccc(NC(=O)CCCCCN2C(=O)c3ccccc3C2=O)cc1	1
13	NC(=O)NCCC1=CCCCC1	13
14	COc1cc(C(=O)NC(CCSC)C(=O)OCC(=O)NC(=O)C2CCCCC2)cc(OC)c1OC (stereo unspecified)	-9
15	O=C(Cc1ccc(F)cc1)N/N=C/c1ccc(-c2ccc(Cl)c(C(=O)O)c2)o1	23
16	OC(c1ccccc1)(c1ccccc1)c1nccc2ccccc12	-6
17	CCOC(=O)/C=C1\SCC(=O)N1CC(=O)Nc1cccc(F)c1	6
18	C[C@H]1CN([C@@H](C)CO)C(=O)c2cc(NC(=O)Nc3cccc4ccccc34)ccc2O[C@H]1CN(C)C(=O)Nc1cccc2ccccc12	0
19	O=C(NC1=NCCS1)c1ccc2c(c1)C(=O)N(Cc1ccco1)C2=O	-2
20	COc1ccc(S(=O)(=O)N2CCOCC2)cc1NC(=O)CSc1nc(C)c(C)c(C)n1	1
21	C=C(C)CSc1nc(N)c2c3c(sc2n1)CCC3	-42
22	CCN(CC)c1ncc(C)c(=O)[nH]1	12
23	CCC1(c2ccccc2)NC(=O)N(CC(=O)Nc2ccccc2C(=O)NC2CC2)C1=O (stereo unspecified)	2
24	COc1ccccc1-c1ccc(C2[C@H]3CNC[C@@H]2N3Cc2cc(-c3ccccc3)on2)cc1 (stereo partly specified)	-10[25 µM]
25	Cc1ccc(-n2c(C)cc(/C=N/NC(=O)c3ccncc3)c2C)cc1	-39
26	Cc1cnc(C(=O)OCC(=O)NC(C)C)cn1	18
27	Cc1ccc2nsnc2c1S(=O)(=O)N1CCN(CCc2ccccc2)CC1	0
28	O=S(=O)(N1CCCCCC1)N1CCNCC1	5
29	O=C(Nc1ccccc1)N1CCC(C(=O)N(Cc2ccco2)Cc2cccs2)CC1	3
30	C[C@@H]1CN([C@@H](C)CO)C(=O)c2cc(NC(=O)C3CCCCC3)ccc2O[C@@H]1CN(C)Cc1ccc2c(c1)OCO2	-10[25 µM]
31	COc1ccccc1S(=O)(=O)N[C@H]1CC[C@@H](CCn2cc(C3CCCC3)nn2)O[C@H]1CO	2
32	COc1ccc(-c2ccc(C3[C@H]4CNC[C@@H]3N4C(=O)Nc3ccccc3F)cc2)cc1 (stereo partly specified)	-41&-40
33	Cc1ccnc(NC(=O)CNC(=O)c2ccccc2)c1	-52
34	Cc1cccc2cc(COC(=O)C(C)C)c(=O)[nH]c12	5
35	CC(C)OC(=O)c1cccc(C(=O)Oc2ccc(Br)cc2)n1	-2
36	CCc1cc(C(=O)Nc2cc(S(=O)(=O)N3CCCCC3)ccc2N2CCN(C)CC2)sc1C	3
37	C[C@@H](NC(=O)C[C@H]1C[C@@H]2c3cc(N(C)C)ccc3O[C@@H]2[C@H](CO)O1)c1ccccc1	-5[25 µM]
38	COC(=O)c1c(C)[nH]c(C)c1C(=O)c1ccccc1Cc1ccccc1	11
39	O=C(Nc1ccc(OCc2ccccc2)cc1)Nc1nnc([C@H]2C[C@H](O)[C@@H](CO)O2)s1	0
40	CCOc1ccc(C(=O)C(C)OC(=O)c2nc(Cl)ccc2Cl)cc1 (stereo unspecified)	-10
41	CCOC(=O)C1=NOC(CNC(=O)c2ccccc2Cl)C1 (stereo unspecified)	-2
42	O=C(Nc1ccccc1N1CCCC1)C1CCCO1 (stereo unspecified)	1
43	O=C(COC(=O)C1CCCCC1C(=O)N1CCc2ccccc21)NCc1ccco1 (stereo unspecified)	-4
44	Cc1ccc(OCC(=O)O/N=C(\N)c2ccccn2)cc1	-77
45	CN(C)C(=O)c1ccc(-c2ccccc2[C@H]2[C@H](C#N)N(C(=O)C3CCCCC3)[C@H]2CO)cc1	-6[25 µM]
46	C[C@H]1CN([C@@H](C)CO)C(=O)CCCn2cc(nn2)CO[C@H]1CN(C)C(=O)Nc1cccc(Oc2ccccn2)c1	2[25 µM]
47	COc1ccccc1/C=C/C(=O)OCC(=O)Nc1nnc(-c2ccccc2)o1	-15
48	CCOC(=O)c1[nH]c(C)c(C(=O)N(C)C)c1C	9
49	CCOC(=O)c1cc(-c2ccc(F)cc2)n(CC(=O)NCc2cccnc2)c1C	8
50	C[C@@H]1CCCCO[C@@H](CN(C)Cc2ccc(C(F)(F)F)cc2)[C@@H](C)CN([C@@H](C)CO)C(=O)c2cc(NC(=O)Nc3cccc4ccccc34)ccc2O1	16[25 µM]

# Reformatted as labelled records: part of the list above.
33. Cc1ccnc(NC(=O)CNC(=O)c2ccccc2)c1
  CD40 NFkB inh = -52

34. Cc1cccc2cc(COC(=O)C(C)C)c(=O)[nH]c12
  CD40 NFkB inh = 5

# Continued.
no.	Compound	CD40 NFkB inh
51	CC(CN1CCOCC1)C(=O)O (stereo unspecified)	12
52	O=C(O)C1CCC(=O)N1C1c2ccccc2Oc2ccccc21 (stereo unspecified)	5
53	Cc1ccc(C(=O)NC2CCCC2)s1	-5
54	C[C@@H]1CN([C@H](C)CO)C(=O)c2cc(NS(C)(=O)=O)ccc2O[C@@H](C)CCCCO[C@@H]1CN(C)C(=O)Cc1ccccc1	-5[25 µM]
55	O=C(Nc1ccc2c(c1)OCO2)N1C[C@@H]2N[C@H](C1)C2c1ccc(-c2ccccc2)cc1 (stereo partly specified)	-3[25 µM]
56	Nc1nonc1C(=O)NCCc1ccccc1	-30
57	CN(Cc1cccc(F)c1)C(=O)Cc1ccc(S(=O)(=O)N2CCOCC2)s1	3
58	COc1cccc(NC(=O)C2=COCCO2)c1	-37
59	O=C1CC(NS(=O)(=O)c2ccc([N+](=O)[O-])cc2)CN1c1ccc(Cl)cc1 (stereo unspecified)	1
60	CCCN(C)C[C@@H]1OCc2cnnn2CCCC(=O)N([C@H](C)CO)C[C@@H]1C	-6[25 µM]
61	Cc1cccc(Cn2c(N3CCN(c4ccccc4)CC3)nc3c2c(=O)n(C)c(=O)n3C)c1	19
62	COc1ccc(C#Cc2ccc([C@H]3[C@@H](CO)N4CCCCN(C(=O)c5ccncc5)C[C@H]34)cc2)cc1	-4[25 µM]
63	CCc1noc(C)c1C(=O)N1CCCC(N2CCN(c3cccc(Cl)c3)CC2)C1 (stereo unspecified)	6
64	CN(CCOc1ccccc1)C(=O)c1cc(-c2ccco2)nc2ccccc12	10
65	C[C@H]1CCCCO[C@@H](CN(C)C(=O)Cc2ccccc2)[C@@H](C)CN([C@@H](C)CO)C(=O)c2cc(NS(C)(=O)=O)ccc2O1	-12[25 µM]
66	O=C(Nc1ccccc1F)c1ccn[nH]1	-17
67	COCC(=O)n1nc(-c2ccccc2)nc1NCc1cccs1	-25
68	N#Cc1ccccc1NS(=O)(=O)c1cc2c3c(c1)CCN3C(=O)CC2	7
69	Cc1ccc(S(=O)(=O)N(C)C[C@@H]2OCCCC[C@@H](C)Oc3ccc(NS(=O)(=O)c4ccccc4)cc3C(=O)N([C@@H](C)CO)C[C@@H]2C)cc1	2
70	COc1ccc(OC)c(CN2CCN(C(=O)CCC(=O)c3cccs3)CC2)c1	3
71	Cc1ccc(S(=O)(=O)CCN2CCC(n3cccc3)CC2)cc1	5
72	COc1ccc(-c2noc(-c3ccoc3C)n2)cc1OC	8
73	Cc1cc(C)n(-c2nc3ccccc3n3c(C)nnc23)n1	3
74	COCC#Cc1cnc2c(c1)C(=O)N([C@@H](C)CO)C[C@@H](C)[C@H](CN(C)C(=O)Cc1ccccc1)O2	-17[25 µM]
75	COc1ccc(C(=O)C2CCCN(C(=O)c3ccnn3C)C2)cc1OC (stereo unspecified)	0
76	CCOC(=O)C1CCN(S(=O)(=O)CCNC(=O)c2cccc(OC)c2)CC1	18
77	OCCC1CN(Cc2ccc3nsnc3c2)CCN1C1CCCC1 (stereo unspecified)	12
78	C[C@@H]1CN([C@@H](C)CO)S(=O)(=O)c2ccc(C#CCC3CCCC3)cc2O[C@H]1CN(C)C(=O)c1cnccn1	15[25 µM]
79	CCOC(=O)N/N=C/c1c[nH]c2ccccc12	-16
80	CC(C)(C)C(=O)Cn1c(=O)n(CC2CCCO2)c(=O)c2ccccc21 (stereo unspecified)	13
81	O=C(COc1ccc2ccc(=O)oc2c1)c1ccccc1	-40
82	O=C(O/N=C/c1ccc2c(c1)OCO2)c1ccc([N+](=O)[O-])cc1	10
83	N#CC1(c2c(O)nc3n(c2=O)CCCS3)CCCCC1	-6
84	Cc1ccc(N(C)C(=O)C2CCN(S(=O)(=O)c3ccc4c(c3)oc(=O)n4C)CC2)cc1	4
85	CN(C)C(=O)C[C@H]1CC[C@@H]2[C@@H](COc3ccc(NC(=O)C4CCCC4)cc3C(=O)N2C)O1	4
86	Cc1ccc(C)c(NC(=O)c2ncn[nH]2)c1	7
87	COc1ccccc1-c1ccc([C@@H]2[C@@H](C#N)N(C(=O)C3CCC3)[C@H]2CO)cc1	-7
88	CCOC(=O)c1[nH]c2ccc(F)cc2c1NC(=O)CCN1CCOCC1	11
89	Cc1ccc(S(=O)(=O)N(C)CC(=O)OCC(=O)Nc2ccccc2)cc1	7
90	CCC(=O)N1CCCCN2[C@H](C1)[C@H](c1ccc(-c3cccc(C(=O)N(C)C)c3)cc1)[C@@H]2CO	-3[25 µM]
91	CN(C)C(=O)c1cccc(-c2ccccc2[C@@H]2[C@@H](C#N)N(C(=O)C3CCC3)[C@@H]2CO)c1	-23[25 µM]
92	COc1ccccc1OCC(=O)Nc1ccc(C(=O)Nc2ccccc2C(=O)O)cc1	12
93	COc1ccc2c(c1OC)C(=O)N1c3ccccc3C(=O)N(c3ccccc3)C21 (stereo unspecified)	-15
94	CC1(C)CC(=O)c2c(S(C)(=O)=O)sc(Br)c2C1	2
95	CC(C)(C)NC1=NCCNC(c2ccccc2)=C1	-1
96	O=C(C1CCCC1)N1CC[C@@H]2[C@H](CO)Nc3ccc(C#Cc4ccc(F)cc4)cc3[C@@H]21	-6
97	O=C(C[C@H]1CC[C@H]2[C@@H](COC[C@@H](O)CN2C(=O)c2ccccc2F)O1)NCc1ccc(Cl)c(Cl)c1	-5[25 µM]
98	COc1ccc(S(=O)(=O)c2ccccc2)cc1NS(=O)(=O)c1cccc(C(=O)O)c1	5
99	CC(=O)Nc1ccc(C=NN=C2c3ccccc3-c3ccccc32)cc1	-4
100	CCOc1ccccc1NC(=O)CC1Nc2ccccc2NC1=O (stereo unspecified)	5

# Brought forward from above: six entries; new compounds follow.
no.	Compound	CD40 NFkB inh
95	CC(C)(C)NC1=NCCNC(c2ccccc2)=C1	-1
96	O=C(C1CCCC1)N1CC[C@@H]2[C@H](CO)Nc3ccc(C#Cc4ccc(F)cc4)cc3[C@@H]21	-6
97	O=C(C[C@H]1CC[C@H]2[C@@H](COC[C@@H](O)CN2C(=O)c2ccccc2F)O1)NCc1ccc(Cl)c(Cl)c1	-5[25 µM]
98	COc1ccc(S(=O)(=O)c2ccccc2)cc1NS(=O)(=O)c1cccc(C(=O)O)c1	5
99	CC(=O)Nc1ccc(C=NN=C2c3ccccc3-c3ccccc32)cc1	-4
100	CCOc1ccccc1NC(=O)CC1Nc2ccccc2NC1=O (stereo unspecified)	5
101	COC(C(=O)Nc1cc([N+](=O)[O-])ccc1C)c1ccccc1 (stereo unspecified)	-19
102	CN(C)c1ccc(Nc2cc(Cl)ncn2)cc1	-65
103	O=C(Nc1cc2c(cc1[N+](=O)[O-])OCCO2)c1cccnc1	-34
104	CCOC(=O)c1ccccc1NC(=O)COC(=O)C(Cc1c[nH]c2ccccc12)NC(C)=O (stereo unspecified)	0
105	C[C@H](CO)N1C[C@H](C)[C@H](CN(C)S(=O)(=O)c2ccc(Oc3ccccc3)cc2)OCc2cnnn2CCCC1=O	16
106	O=C(Cn1cnc2c(nnn2Cc2ccc(F)cc2)c1=O)Nc1ccccc1	5
107	C/C=C/c1ccc([C@H]2[C@@H](CO)N(C(=O)CN(C)C)[C@H]2CN(C)C(C)=O)cc1	-4[25 µM]
108	Cc1ccc(SCC(=O)NC(=O)c2ccccc2Br)c(C)c1	-7
109	CC(C)(C)C(=O)NCCCc1ccccc1	3
110	CCOC(=O)c1sc(NC(=O)C(C)(C)C)cc1C	-102
111	CC(C)COC(=O)N(C)C[C@H]1OCc2cn(nn2)CCCC(=O)N([C@@H](C)CO)C[C@H]1C	2[25 µM]
112	O=C(Nc1nnc(-c2ccco2)o1)c1ccc(S(=O)(=O)N2CCCCC2)cc1	5
113	Cn1c(SCC(=O)N2CCCC2=O)nc2ccccc21	-3
114	COc1ccc(CNC(=O)N(C)C[C@@H]2OCc3ccccc3-c3ccccc3C(=O)N([C@H](C)CO)C[C@H]2C)cc1	-13[25 µM]
115	CC(=O)N1CCOC12CCN(Cc1ccccc1)CC2	-3
116	Cc1ccc(SCC(=O)OCC(=O)N(C)CC(=O)Nc2ccc(F)cc2)cc1C	-2
117	CC(C)[C@@H]1COCn2nncc2CCCC(=O)N1	-10[25 µM]
118	Cc1ccc(NC(=O)C/C(N)=N/OC(=O)c2ccccc2)cc1	6
119	Cc1ccc(S(=O)(=O)N2CC(O)C[C@H]2C(=O)OCC(=O)N2CCN(c3ccc(F)cc3)CC2)cc1C (stereo partly specified)	-6

# Quoted from the listing:
# Cn1c(SCC(=O)N2CCCC2=O)nc2ccccc21 in CD40 NFkB inh shows -3
# C[C@H](CO)N1C[C@H](C)[C@H](CN(C)S(=O)(=O)c2ccc(Oc3ccccc3)cc2)OCc2cnnn2CCCC1=O in CD40 NFkB inh shows 16

# Not all compounds are listed. The share of hits here may be higher or lower than overall.
